SENP6 block = blocks the human protease SENP6 | Recombinant SENP6 catalytic domain, aminoluciferin luminescence | actives 1.8% (n = 330,000) | AID 2599 | Q9GZR1 | inhibition, % at 10 µM;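 active = inhibition above about 50% at the single tested dose, limit read from the data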;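 also: plate controls were DMSO wells with enzyme for no effect and DMSO wells lacking enzyme for full effect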
UBC13 inh = inhibitors of human UBC13 polyubiquitin chain formation | TR-FRET | inhibition, % at 20 µM | actives 0.47% (n = 330,000); in the data active = inhibition above about 45%, passing the limit was not always enough
Target sequence (P61088 whole entry, looked up): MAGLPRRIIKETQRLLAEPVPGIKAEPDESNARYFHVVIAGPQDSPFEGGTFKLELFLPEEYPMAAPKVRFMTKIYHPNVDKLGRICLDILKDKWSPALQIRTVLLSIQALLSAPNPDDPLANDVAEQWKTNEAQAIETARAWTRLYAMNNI
SENP7 inh = SENP7 protease inhibition | Q9BQF6 | recombinant SENP7, Z-RLRGG-aminoluciferin luminescence, 40 min | inhibition, % at 5 µM | actives 1.5% (n = 330,000) | AID 434973;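 active = inhibition above about 50% at the single test dose, limit read from the data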;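 also: plate controls were DMSO with enzyme for no effect and no enzyme buffer wells for full effect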
SENP8 block-1 = inhibitors of human SENP8 protease; actives 0.64% (n = 360,000); inhibition, % at 20 µM; Q96LD8; recombinant SENP8, Nedd8 substrate fluorescence; AID 602440; in the data active = inhibition mostly above about 40%, no sharp cut-off; inactive = mostly below about 27%
PfG6PD inh = PfG6PD (Plasmodium falciparum) enzyme inhibition | actives 0.78% (n = 350,000) | inhibition, % at 20 µM | PfGluPho enzyme, NADPH resazurin-diaphorase fluorescence;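 active = inhibition reaching at least a set limit at 20 µM in the primary screen, cut at about 59% in these data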;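 also: 0% = DMSO wells with substrate and 100% = DMSO wells lacking glucose-6-phosphate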
MIN6 prolif = MIN6 beta-cell proliferation induction | proliferation, % at 10 µM | MIN6 cells proliferation, ATPlite luminescence, 48 h; cells starved in 0.2% serum; 100% = growth in 10% serum | actives 0.29% (n = 330,000);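 active = compounds whose signal lies at least 3.5 SD above the mean of all wells on their plate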;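 also: 0% = DMSO-treated cells in low-serum medium and 100% = 10% serum control; some compounds called inactive have numbers as strong as hits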
SENP8 block-2 = inhibitors of human SENP8 protease; Q96LD8; purified SENP8, Z-RLRGG-aminoluciferin cleavage, luminescence; inhibition, % at 10 µM; actives 1.2% (n = 330,000); AID 2540; in the data active = inhibition above about 50%
SENP1 inh = SENP1 (human) catalytic domain inhibition; Q9P0U3; recombinant SENP1 catalytic domain, CyPet-SUMO1-YPet FRET cleavage; inhibition, % at 10 µM; actives 0.21% (n = 360,000); AID 624204;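 active = inhibition at least 30% at 10 µM, raw YFP signal under a set limit, fluorescence ratio 0.5 to 1.5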;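 also: 0% = enzyme with DMSO and 100% = no enzyme wells; some results filed as inactive read as strong as hits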
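material = recombinant human SENP1 catalytic domain, His6-tagged | quantity = 20 pM enzyme | reagent = 25 nM SUMO1 FRET substrate | compound dosing = 10 µM single point, 0.5% DMSO | timing = 50 min enzyme reaction, room temperature, light-protected | detection = FRET, CFP and YFP emission | control set = no-enzyme low, enzyme-DMSO high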
HKDC1 inhibitor = HKDC1 (human) hexokinase inhibition; Q2TB90; recombinant HKDC1, G6PDH/diaphorase resazurin coupled fluorescence; inhibition, % at 20 µM; actives 0.16% (n = 340,000); AID 493160;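 active = inhibition above about 35% when tested at 20 µM, limit read from the data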;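 also: plate controls were DMSO wells with enzyme for no effect and DMSO wells lacking enzyme for full effect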
Target sequence (Q2TB90 whole entry, looked up): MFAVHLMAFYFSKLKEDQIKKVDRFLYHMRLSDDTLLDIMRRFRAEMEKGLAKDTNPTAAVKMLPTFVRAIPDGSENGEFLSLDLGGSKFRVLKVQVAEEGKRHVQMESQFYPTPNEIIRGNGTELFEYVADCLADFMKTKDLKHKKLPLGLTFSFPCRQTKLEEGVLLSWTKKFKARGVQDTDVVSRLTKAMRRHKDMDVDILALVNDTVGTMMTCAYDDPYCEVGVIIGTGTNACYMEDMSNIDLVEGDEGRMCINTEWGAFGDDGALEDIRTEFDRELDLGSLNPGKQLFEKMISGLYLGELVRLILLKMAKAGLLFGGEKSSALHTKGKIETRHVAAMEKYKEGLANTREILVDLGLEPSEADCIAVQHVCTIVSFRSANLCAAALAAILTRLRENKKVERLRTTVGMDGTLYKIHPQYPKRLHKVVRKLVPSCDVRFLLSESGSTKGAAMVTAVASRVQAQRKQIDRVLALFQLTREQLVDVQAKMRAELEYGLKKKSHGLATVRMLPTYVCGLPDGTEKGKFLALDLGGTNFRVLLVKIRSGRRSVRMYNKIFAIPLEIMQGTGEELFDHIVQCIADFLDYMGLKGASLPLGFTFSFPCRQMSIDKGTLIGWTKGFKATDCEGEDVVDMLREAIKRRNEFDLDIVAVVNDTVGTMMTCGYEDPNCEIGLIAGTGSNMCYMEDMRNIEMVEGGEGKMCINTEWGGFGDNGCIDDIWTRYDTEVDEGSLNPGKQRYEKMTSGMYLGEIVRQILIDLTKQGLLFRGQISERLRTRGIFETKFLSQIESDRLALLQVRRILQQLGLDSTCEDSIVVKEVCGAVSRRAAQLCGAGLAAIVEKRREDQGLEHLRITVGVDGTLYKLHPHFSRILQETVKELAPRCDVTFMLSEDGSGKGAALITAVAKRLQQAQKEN
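System: Recombinant HKDC1 hexokinase | Amount: HKDC1 at 5 µg/mL | Reagent: Glucose with 1 mM ATP | Doses: Single 20 µM dose | Incubation: Reaction time 90 min, room temperature, protected from light | Signal: Coupled resazurin fluorescence, excitation 525 nm, emission 613 nm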
An asterisk follows results filed as active; x = no result given.

Second line of a record – SENP6 block	UBC13 inh	SENP7 inh	SENP8 block-1	PfG6PD inh	MIN6 prolif	SENP8 block-2	SENP1 inh	HKDC1 inhibitor
> COc1ccc(Cc2nc3ccc(C(=O)N4CCCN(C=O)CC4)cc3o2)cc1
    3	-6	-3	8	3	-3	-6	-1	-6
> CCCN(C(=O)CCOc1ccc(C(C)(C)C)cc1)c1c(N)n(Cc2ccccc2)c(=O)[nH]c1=O
    -10	-9	-20	3	-14	-5	-1	0	-8
> O=C(COC(=O)COc1ccc(Br)cc1)Nc1cccnc1Cl
    -5	0	6	14	-9	-1	-5	7	-6
> COc1ccc(C2=NOC(Cn3nc(C(=O)NCc4cccs4)cc3-c3ccccc3)C2)cc1 (stereo not drawn)
    -4	11	-13	20	4	-3	-16	1	6
> O=Cc1cccc(OC(=O)Nc2ccccc2)c1
    -7	0	5	-37	9	1	-8	3	-10
> c1nc(N2CCOCC2)c2[nH]cnc2n1
    9	2	9	15	-2	-2	-5	1	-2
> Cc1ccc2c(c1)C1C=CCC1C(C(=O)NCCCN1CCOCC1)N2 (stereo not drawn)
    25	-10	1	27	2	-6	5	-10	3
> Cc1nnc(SCCn2c(N3CCN(Cc4ccccc4)CC3)nc3c2c(=O)[nH]c(=O)n3C)s1
    -4	-6	-11	4	-11	0	-11	3	-2
> COc1ccc(O)c(/C=N/NC(=S)Nc2cccnc2)c1
    4	24	8	-413	-5	-6	-6	40	-31
> COc1ccc(C2/C=C\CN(C(=O)c3ccccc3)[C@H](Cc3ccccc3)C(=O)N2Cc2ccc(F)cc2)cc1 (stereo partly drawn)
    -4	-15	0	10	17	-7	1	2	-1
> O=C(NC1CC1)C1CCN(c2nc3ccccc3s2)CC1
    -8	8	2	15	-9	-2	-6	-1	-1
> CC1Nc2ccc(C(=O)NC3CCCCC3)cc2NC1=O (stereo not drawn)
    -28	17	10	-150	24	-3	-2	41*	3
> CCNS(=O)(=O)c1c(C)cc(N2CCCC2=O)cc1C
    -6	-2	-4	18	-17	0	3	0	6
> CCCCN(C)CCCNC(=O)c1cccc(N2CCCC2=O)c1
    2	5	-1	19	-12	7	10	1	-5
> O=C(COC(=O)C1CCCN1C(=O)C12CC3CC(CC(C3)C1)C2)c1ccc(Br)cc1 (stereo not drawn)
    6	-3	8	27	-6	-3	2	1	-9
> OC[C@@H]1[C@@H](c2ccc(F)cc2)C(c2ccccc2)=NN1c1ccccc1
    x	x	1	-374	13	x	x	-27	24
> CSc1cccc(CN2CCCC(CNC(=O)c3ccc(F)cc3)C2)c1 (stereo not drawn)
    -18	11	-2	15	0	-1	1	-2	-5
> CC1(C)NC(=O)N(CC(O)COc2ccccc2-c2ccccc2)C1=O (stereo not drawn)
    1	2	2	13	8	-1	4	-2	4
> COc1cc(C2C=C(C34CC5CC(CC(C5)C3)C4)NC(=S)N2)cc(OC)c1OC (stereo not drawn)
    -12	-7	-2	-55	10	-6	-6	2	-14
> COc1cccc(C(Nc2ccccn2)c2oc(CO)cc(=O)c2O)c1 (stereo not drawn)
    -5	35	-5	10	4	1	-2	10	-18
> O=C(N/N=C/c1ccc(OCC2COCCO2)cc1)c1ccc(Br)cc1 (stereo not drawn)
    -11	-9	2	-24	4	-2	3	2	-6
> CC(C)(C)C(=O)Nc1nc2c(c(=O)[nH]1)CCCC2
    6	8	-3	2	-12	-1	11	2	-8
> COc1ccc(Br)cc1CNC(=O)CCC(=O)N1CCSc2ccccc21
    -14	13	0	3	10	4	4	1	-2
> O=C(NCCCn1ccnc1)C1CCCN(S(=O)(=O)c2ccc(F)cc2)C1 (stereo not drawn)
    -20	-5	7	10	-7	2	-4	1	2
> CCN(CC)CCN1C(=O)C2C(C(=O)Nc3cccc(SC)c3)C3C=CC2(O3)C1C(=O)NC1CCCC(C)C1C (stereo not drawn)
    -21	7	-5	6	-11	0	-4	1	1
> CCOc1ccc(N(CC(=O)Nc2ccc(C)c(Cl)c2)S(C)(=O)=O)cc1
    21	0	7	5	10	-3	-2	1	0
> Cn1c(=O)n(C)c2cc(NC(=O)COc3ccccc3)ccc21
    -26	-2	-2	23	5	-1	-9	-1	-9
> CN(C)c1ccc(C=NN2CCCCCC2)cc1
    x	x	x	-21	20	x	x	1	-4
> COc1cc(-c2nc(S(=O)(=O)c3ccc(C)cc3)c(N3CCOCC3)o2)cc(OC)c1OC
    -3	9	-3	9	-7	3	-2	4	-2
> Cc1cc(C)cc(-n2c(N)c(C(=O)Nc3c(C)n(C)n(-c4ccccc4)c3=O)c3nc4ccccc4nc32)c1
    -23	-17	-1	-78	14	0	-12	-134	38*

Six entries drawn at random from those above:
Second line of a record – SENP6 block	UBC13 inh	SENP7 inh	SENP8 block-1	PfG6PD inh	MIN6 prolif	SENP8 block-2	SENP1 inh	HKDC1 inhibitor
> O=C(N/N=C/c1ccc(OCC2COCCO2)cc1)c1ccc(Br)cc1 (stereo not drawn)
    -11	-9	2	-24	4	-2	3	2	-6
> COc1cccc(C(Nc2ccccn2)c2oc(CO)cc(=O)c2O)c1 (stereo not drawn)
    -5	35	-5	10	4	1	-2	10	-18
> CN(C)c1ccc(C=NN2CCCCCC2)cc1
    x	x	x	-21	20	x	x	1	-4
> OC[C@@H]1[C@@H](c2ccc(F)cc2)C(c2ccccc2)=NN1c1ccccc1
    x	x	1	-374	13	x	x	-27	24
> O=C(COC(=O)COc1ccc(Br)cc1)Nc1cccnc1Cl
    -5	0	6	14	-9	-1	-5	7	-6
> COc1ccc(C2=NOC(Cn3nc(C(=O)NCc4cccs4)cc3-c3ccccc3)C2)cc1 (stereo not drawn)
    -4	11	-13	20	4	-3	-16	1	6

Carrying on.
Second line of a record – SENP6 block	UBC13 inh	SENP7 inh	SENP8 block-1	PfG6PD inh	MIN6 prolif	SENP8 block-2	SENP1 inh	HKDC1 inhibitor
> COCC(C)n1c(C)cc(C(=O)COC(=O)C2=NN(c3ccccc3)C(=O)CC2)c1C (stereo not drawn)
    -8	8	4	5	x	1	-3	1	x
> O=C(Nc1cc(C(F)(F)F)ccc1N1CCCCC1)c1ccco1
    -15	18	0	15	-6	4	-1	3	-2
> O=C(O)CSc1ncnc2c1sc1nc(-c3ccccc3)c3c(c12)CCC3
    -13	17	-8	-110	-29	-5	-6	4	-5
> Cc1ccccc1NC(=S)N1CCOCC1
    -12	-2	6	2	-5	1	-6	0	-6
> CCC(C)n1c(=S)[nH]c2c(sc3ccc([N+](=O)[O-])cc32)c1=O (stereo not drawn)
    -22	-3	-8	22	-2	0	-11	3	-1
> O=C(c1ccc(Cl)c(NC2=NC3CS(=O)(=O)CC3S2)c1)N1CCN(c2ccc(F)cc2)CC1 (stereo not drawn)
    -14	-4	6	7	-5	3	-16	3	-1
> Cc1ccc(NC(=O)Cc2n[nH]c(=S)n2C)cc1
    -2	14	-1	2	26	-2	9	2	0
> Cn1c(COc2ccccc2)nnc1SCC(=O)NC1CCCC1
    7	5	4	11	-15	2	-4	1	2
> O=C(NC1CCCN(c2ccc(C(F)(F)F)cn2)C1)c1ccncc1 (stereo not drawn)
    -11	-19	-1	6	9	3	8	0	-3
> COc1cc2c(cc1O)[C@H](Cc1ccc(Oc3cc(C[C@@H]4NCCc5cc(OC)c(O)cc54)ccc3O)cc1)NCC2
    22	34	0	x	x	-8	5	x	x
> Cc1nc(NCCc2ccc(F)cc2)c2nnn(Cc3ccccc3)c2n1
    -23	-5	-8	8	18	-4	-6	-4	-3
> Cc1ccc(CCNC(=O)C2CCN(S(=O)(=O)c3ccc4nc5c(c(C(=O)O)c4c3)CCCC5)CC2)cc1
    -17	5	-2	-11	-7	-5	3	-9	-5
> CCOc1ccc2oc(C(=O)OCC(=O)NC3CC3)c(C)c2c1
    -5	9	4	-453	-7	-3	2	-6	-9
> O=C(CSc1nnc(Cc2cccs2)n1-c1ccccc1)NCc1ccc2c(c1)OCO2
    -8	9	-6	27	-21	-3	6	2	-1
> O=C(Nc1ccc(S(=O)(=O)NCc2ccco2)cc1)c1ccc2ccccc2n1
    10	1	1	5	13	-3	-1	-4	-3
> O=C(/C=C/c1cccc(F)c1)OCC(=O)N1CCCC1
    -11	3	9	-7	-5	-4	-3	1	-5
> O=C(O)CCC(=O)N1N=C(c2ccc(Br)cc2)CC1c1ccc(Br)cc1 (stereo not drawn)
    -13	-16	4	-39	-6	-1	1	2	1
> CC(=O)c1c(C)n(C)c2ccc(OC(=O)c3ccc([N+](=O)[O-])cc3)cc12
    -9	-8	-14	25	-17	0	-14	1	1
> N#Cc1ccc(OCc2nnc(SCC(=O)N3CCCc4ccccc43)n2-c2ccccc2)cc1
    -4	2	2	37	-20	0	5	0	4
> COC(=O)c1cc(C(=O)OCC(=O)Nc2ccc(N3CCOCC3)cc2)cc([N+](=O)[O-])c1
    2	7	-1	10	-1	1	5	2	0
> Cn1c(=O)c2[nH]c(CCCc3nc4ccccc4[nH]3)nc2n(C)c1=O
    x	x	x	7	5	x	x	2	-7
> CCOC(=O)c1cc2c(=O)n3ccccc3nc2n(CCOC)c1=NC(=O)c1ccncc1
    -13	3	7	-314	-3	2	-11	-25	-8
> COc1ccc(C2(C(=O)Nc3cc(C)on3)CCOCC2)cc1
    -6	-3	6	18	1	-2	1	0	-5
> N#C/C(=C/c1ccc(-c2ccc(Br)cc2)o1)C(=O)NC1CCCCC1
    -4	7	0	-161	5	0	-7	-27	-2
> Cc1cccn2c(=O)c(C=O)c(NCc3ccccc3)nc12
    -7	9	3	-212	-3	-1	-3	-2	7
> Cc1ccn(C(=O)c2ccc(NC(=O)CC(C)C)cc2)n1
    -17	-2	-3	-4	-10	1	-10	3	-4
> COc1cc(C(Nc2ccc(S(=O)(=O)N3CCC(C)CC3)cc2)C(=O)NCC2CCCO2)cc(OC)c1OC (stereo not drawn)
    -17	10	-1	-80	6	0	-1	2	-3

Filtered by structure: the entries above containing bromine (six)
Second line of a record – SENP6 block	UBC13 inh	SENP7 inh	SENP8 block-1	PfG6PD inh	MIN6 prolif	SENP8 block-2	SENP1 inh	HKDC1 inhibitor
> O=C(COC(=O)COc1ccc(Br)cc1)Nc1cccnc1Cl
    -5	0	6	14	-9	-1	-5	7	-6
> O=C(COC(=O)C1CCCN1C(=O)C12CC3CC(CC(C3)C1)C2)c1ccc(Br)cc1 (stereo not drawn)
    6	-3	8	27	-6	-3	2	1	-9
> O=C(N/N=C/c1ccc(OCC2COCCO2)cc1)c1ccc(Br)cc1 (stereo not drawn)
    -11	-9	2	-24	4	-2	3	2	-6
> COc1ccc(Br)cc1CNC(=O)CCC(=O)N1CCSc2ccccc21
    -14	13	0	3	10	4	4	1	-2
> O=C(O)CCC(=O)N1N=C(c2ccc(Br)cc2)CC1c1ccc(Br)cc1 (stereo not drawn)
    -13	-16	4	-39	-6	-1	1	2	1
> N#C/C(=C/c1ccc(-c2ccc(Br)cc2)o1)C(=O)NC1CCCCC1
    -4	7	0	-161	5	0	-7	-27	-2
